Screening data from PubChem.
HTR5A ag – HTR5A agonism, opioid heterodimer counter-screen. P47898. HTR5A agonist assay, luminescence, cell-based. activation, % at 9.3 µM. 340,000 compounds, 0.61% hits; in the data active = activation mostly above about 9.5%, no sharp cut-off; inactive = mostly below about 7.6%;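 note: 0% = cells with vehicle only and 100% = reference agonist; strong numbers were not always called active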
Target sequence (P47898 whole entry, looked up): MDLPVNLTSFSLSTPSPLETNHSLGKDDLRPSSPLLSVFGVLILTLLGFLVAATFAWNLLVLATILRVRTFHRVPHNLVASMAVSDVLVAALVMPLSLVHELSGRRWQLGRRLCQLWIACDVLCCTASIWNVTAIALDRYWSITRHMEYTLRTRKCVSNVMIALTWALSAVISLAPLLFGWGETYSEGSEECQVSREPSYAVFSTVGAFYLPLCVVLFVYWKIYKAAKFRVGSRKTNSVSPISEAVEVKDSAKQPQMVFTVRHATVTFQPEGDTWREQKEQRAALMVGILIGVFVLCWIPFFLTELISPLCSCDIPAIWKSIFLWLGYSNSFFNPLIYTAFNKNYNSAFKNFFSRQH
HTR5A inv ag – counter-screen for OPRM1-OPRD1 inverse agonists: human HTR5A inverse agonism; inhibition, % at 9.3 µM; P47898; AID 504634; 340,000 compounds, 0.083% hits; HTR5A cell line, luminescence; in the data active = inhibition mostly above about 23%, no sharp cut-off; inactive = mostly below about 18%;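 note: 0% = cells with DMSO and 100% = no-cell wells with DMSO; some compounds called inactive have numbers as strong as hits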
E coli growth – reduces bacterial viability in AddAB counter-screen. E. coli V3065 growth, OD600 absorbance, 18 h. inhibition, % at 11.9 µM. 330,000 compounds, 0.27% hits;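 active = inhibition above the campaign's mean inhibition across all tested compounds plus 3 SD, cut at about 9.9% in these data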;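 note: uninfected addAB+ strain grown without phage in ampicillin broth; 0% = DMSO wells and 100% = ciprofloxacin 0.95 µg/ml wells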
PKA-R2B act – activates the human PKA-R2B holoenzyme complex; PKA-R2B holoenzyme dissociation, Cy5-IP20 fluorescence polarization; R2B truncated from residue 108, S112A mutant; 0% DMSO only, 100% 113 µM cGMP; activation, % at 11.4 µM; 340,000 compounds, 0.079% hits; P22694+P31323; AID 504700;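 active = activation above a cutoff set at the mean over all compounds plus 3 SD, cut at about 18% in these data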;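 note: higher means more holoenzyme dissociation and a rise in polarization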
AddAB inh – less growth of phage-infected E. coli with AddAB; 330,000 compounds, 0.29% hits; inhibition, % at 11.9 µM; E. coli expressing H. pylori AddAB, absorbance growth; in the data active = inhibition above about 12%;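 note: 0% = vehicle wells of infected cells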
PKA-R1A activ – activators of PKA-R1A complex; PKA-R1A dissociation, Cy5-IP20 fluorescence polarization; scaled: DMSO 0%, 113 µM cGMP 100%; activation, % at 11.4 µM; 340,000 compounds, 0.083% hits; AID 504707;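 active = percent activation above the mean of all tested compounds plus 3 SD, cut at about 19% in these data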;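 note: higher means more PKAc released from R1A so a rise in polarization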
SUMO Mot1 rescue – blocks SUMOylation pathway, rescuing yeast Mot1-301 growth | AID 2716 | 320,000 compounds, 1% hits | S. cerevisiae Mot1-301 growth rescue, ATP luminescence, 38.5C; percent above DMSO median, 100 means doubled | growth rescue, % at 18.8 µM;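 active = every valid replicate shows activation above 250% relative to neutral control wells; inactive = the rest, any valid replicate at or below 250%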;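 note: OY570 slx delta 5 strain wells were the positive control but not used for scaling; some compounds called inactive have numbers as strong as hits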
Tat transport – inhibitors of E. coli Tat protein transport. inhibition, % at 10 µM. 340,000 compounds, 0.036% hits. E. coli MC4100 TorA-mCherry Tat export, fluorescence. AID 488895;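 active = mean replicate inhibition at least 50% and at least half of replicates individually reaching 50%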;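 note: exported cargo escapes ClpAP degradation while cytoplasmic cargo is degraded and loses fluorescence; 0% = median of neutral control wells and 100% = median of NaSCN control wells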
CDK5 p35 inh – blocks human CDK5/p35 kinase activity; Q00535+Q15078; Recombinant CDK5/p35, ADP-Glo luminescence, 60 min; inhibition, % at 10 µM; 330,000 compounds, 0.01% hits; AID 488839;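 active = highest replicate inhibition of at least 50% and at least 75% of replicates reaching 50%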;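 note: plate controls were DMSO neutral control for no effect and GW8510 at 10 µM for full effect; many of its hits are not listed in these tables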
DAGLB inh – blocks human DAGLB lipase activity; Q8NCG7; HEK293T DAGLB membrane lysate, EnzChek fluorogenic substrate; inhibition, % at 5.17 µM; 340,000 compounds, 0.059% hits; AID 504411; in the data active = inhibition above about 34%;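 note: 0% = enzyme with vehicle and 100% = wells lacking enzyme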
Target sequence (Q8NCG7 whole entry, looked up): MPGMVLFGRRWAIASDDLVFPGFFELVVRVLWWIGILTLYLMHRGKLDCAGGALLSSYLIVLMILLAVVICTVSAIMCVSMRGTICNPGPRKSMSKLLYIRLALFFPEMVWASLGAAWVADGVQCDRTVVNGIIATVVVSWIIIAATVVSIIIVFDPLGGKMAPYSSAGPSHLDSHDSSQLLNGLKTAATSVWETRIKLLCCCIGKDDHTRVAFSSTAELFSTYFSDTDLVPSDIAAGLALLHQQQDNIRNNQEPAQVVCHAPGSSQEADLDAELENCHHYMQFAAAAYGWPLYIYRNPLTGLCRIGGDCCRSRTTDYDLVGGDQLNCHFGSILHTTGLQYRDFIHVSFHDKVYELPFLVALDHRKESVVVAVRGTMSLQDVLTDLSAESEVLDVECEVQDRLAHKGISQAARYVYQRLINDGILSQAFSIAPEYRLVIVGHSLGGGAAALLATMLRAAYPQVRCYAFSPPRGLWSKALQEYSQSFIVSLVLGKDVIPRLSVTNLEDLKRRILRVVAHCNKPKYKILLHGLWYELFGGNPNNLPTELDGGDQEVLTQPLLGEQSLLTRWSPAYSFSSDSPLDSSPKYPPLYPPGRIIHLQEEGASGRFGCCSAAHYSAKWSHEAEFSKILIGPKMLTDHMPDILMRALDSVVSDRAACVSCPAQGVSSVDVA
phage Ecoli inh – E. coli growth loss with phage present; inhibition, % at 11.9 µM; 360,000 compounds, 0.26% hits; growth absorbance; in the data active = inhibition above about 11%
Numbers without * were called inactive; i = inactive; . = not tested or not shown.

molecule	HTR5A ag	HTR5A inv ag	E coli growth	PKA-R2B act	AddAB inh	PKA-R1A activ	SUMO Mot1 rescue	Tat transport	CDK5 p35 inh	DAGLB inh	phage Ecoli inh
CCN(c1ccccc1)S(=O)(=O)c1ccc(Cl)c(C(=O)NC2CCN(Cc3ccccc3)CC2)c1	1	9	.	-7	.	-14	.	7	-0.2	0	1.0
CCC1Oc2ccc(C)cc2N(CC(=O)NCCc2ccc(OC)c(OC)c2)C1=O (stereo unspecified)	-1	3	-1.6	-9	-0.9	6	.	-1	5.0	-1	1.4
COCC(=O)N1CCCN(c2nc3c(C)cccc3cc2C#N)CC1	1	-21	-0.1	1	0.4	-8	95	-1	0.0	-3	0.9
CCc1ccc(CNC(=O)CCc2nc(-c3cccs3)no2)cc1	2	-7	1.2	5	-1.2	13	-8	-6	0.4	-3	1.6
C[C@H](CO)N1C[C@H](C)[C@@H](CN(C)Cc2ccc3c(c2)OCO3)Oc2ccc(NC(=O)Cn3cnnn3)cc2C1=O	-2	-6	-1.5	-17	2.1	-6	-4	-2	-0.5	1	2.6
CCN(CC(=O)NCc1ccc(F)cc1)C(=O)c1ccc(COc2ccccc2)cc1	-3	-5	-0.4	-2	2.6	-2	81	10	1.5	0	1.8
Cc1ccc(C(=O)NNc2nc3ccccc3nc2C(F)(F)F)cc1	-2	19	-1.4	-12	-1.1	-2	5	8	0.3	-2	-1.4
CCCC[n+]1c(C)sc2cc(OC)ccc21	3	5	-0.2	-13	0.7	13	76	-4	-3.9	0	2.5
CCN(CC)CCn1c(=S)[nH]c2cc3c(cc2c1=O)OCO3	1	-2	-0.4	-1	-1.0	-1	-10	-8	1.6	2	2.0
COc1cc(/C=C2\C(=N)N3N=C(C)SC3=NC2=O)cc(Cl)c1OCCOc1ccc(NC(C)=O)cc1	0	1	-2.5	-8	-2.4	7	-6	-5	0.3	0	-2.7
COc1ccc(CCNC(=O)C(=O)NCC2OCCN2C(=O)c2ccc(Cl)cc2)cc1OC (stereo unspecified)	6	-14	-1.8	2	1.2	4	146	-10	-0.5	2	1.0
O=C(Nc1c(Cl)cc2c(c1Cl)Cc1cc([N+](=O)[O-])ccc1-2)C(Cl)Cl	1	-4	.	-14	.	-2	.	-2	2.4	5	-1.3
O=C(Cn1ccc2ccccc2c1=O)NCCC(=O)N1CCN(c2cccc(Cl)c2)CC1	1	-6	-2.8	-3	0.4	0	100	7	-0.7	3	0.5
Cc1cc(C)c2nc(NCc3ccccc3O)sc2c1	2	-9	0.8	0	-0.2	-1	104	-13	-0.3	-5	0.2
COc1ccc(Cn2ccnc2SCC(=O)Nc2ccccc2F)cc1	1	-2	0.5	-2	4.9	6	-12	7	-3.4	-4	0.5
Cc1ccc2cc(C#N)c(N3CCCN(S(=O)(=O)c4ccccc4)CC3)nc2c1C	8	13	0.0	11	-1.4	-2	362	2	-0.4	-4	1.6
O=C(CNC(=O)c1cccs1)Nc1ccc(N2CCOCC2)cc1	2	23	1.9	-2	0.8	3	2	-1	1.2	0	2.4
Cc1nc2nc(SCC(=O)c3ccc([N+](=O)[O-])cc3)[nH]c2cc1Br	5	-17	-2.1	-5	2.2	5	.	-8	0.4	3	1.5
Cn1cc(Br)c(C(=O)NNC(=O)c2ccc(Br)cc2)n1	-2	24	0.3	15	0.0	16	-16	-6	-1.5	3	4.0
COc1ccc(/C=C(\NC(=O)c2ccccc2)C(=O)N2CCN(C)CC2)cc1	1	-26	0.9	6	1.1	2	-4	2	-0.8	0	-1.1
COc1ccc2cc(CCNC(=O)CCc3ccccc3)c(=O)[nH]c2c1	2	-7	3.2	2	3.2	4	0	0	1.7	-1	1.1
Cc1c(NC(=O)CCCCCN2C(=O)C3C4C=CC(C4)C3C2=O)c(=O)n(-c2ccccc2)n1C (stereo unspecified)	1	-2	-0.2	6	1.0	-5	-3	-11	-3.4	-4	1.3
Cc1c(C(=O)N2CCN(S(=O)(=O)c3cccs3)CC2)oc2ccc(F)cc12	1	-3	0.0	-1	2.7	-3	-1	10	-6.2	-2	0.1
COc1ccc(C)cc1S(=O)(=O)Nc1cc2c3c(c1)C(C)C(=O)N3CCC2 (stereo unspecified)	-1	12	2.5	-9	0.9	13	1	-1	0.9	2	-0.2
Cc1c(NC(=O)C(C)N(c2ccccc2)S(C)(=O)=O)c(=O)n(-c2ccccc2)n1C (stereo unspecified)	0	1	-1.7	5	3.4	1	147	0	0.2	-3	2.4
Cc1nc2ccccn2c(=O)c1NC(=O)c1cccc2ccccc12	2	-5	0.6	0	0.9	3	-6	6	2.8	3	0.6
Cc1[nH]c2ccccc2c1SCC(=O)NNC(=O)Nc1ccc(OC(F)(F)F)cc1	2	18	0.2	-8	1.4	-4	-4	3	0.9	-5	0.4
Cc1cc(C)c2nc(SC(C)C(=O)NCC(=O)Nc3ccc(F)c(F)c3F)cc(C)c2c1 (stereo unspecified)	13	-34	-0.3	-3	-4.5	5	-15	-4	0.8	0	4.5
O=C(CCCCCCCC(=O)N1CCCCC1)N1CCCCC1	2	-6	.	1	.	-1	.	1	1.1	0	-0.2
O=C(NCc1ccccc1)Nc1cccn(Cc2c(F)cccc2Cl)c1=O	-2	-26	0.4	-3	-2.7	4	51	-4	-1.4	-2	2.2
CCOC(=O)C(NCc1ccc(F)cc1)(NC(=O)c1ccccc1)C(F)(F)F (stereo unspecified)	6	-13	-1.6	-1	1.5	2	-7	-3	0.6	-1	4.6
COc1ccc(S(=O)(=O)N(C)CC(=O)NCc2cccnc2)cc1	1	-26	-3.7	2	-2.5	5	-3	-1	1.7	-1	2.1
Fc1ccc(Cn2nnc(-c3ccc(CN4CCOCC4)cc3)n2)cc1	-3	-4	-1.0	-1	1.3	-3	289	-6	-0.8	-4	3.4
C=CCN1C(=O)C(CC(=O)Nc2ccccc2)S/C1=N/c1nccs1 (stereo unspecified)	-4	15	-0.5	6	0.8	5	10	-4	-1.6	-2	-0.4
COc1ccc(OC)c(-n2c(-c3cc(-c4ccco4)[nH]n3)n[nH]c2=S)c1	1	10	-3.2	-10	-1.8	-12	-10	20	-7.3	0	4.9
O=C(OCCCN1CCOCC1)c1ccc(O)c(O)c1	4	-14	0.2	-2	0.1	-2	-7	-1	0.6	0	-1.5
CC(C)NC(=O)Cn1cnc2c1c(=O)n(C)c(=O)n2C	.	.	-1.6	-8	2.6	2	7	-3	0.8	0	2.5
COCCN(C(=S)Nc1ccc(C)cc1C)C(C)c1ccco1 (stereo unspecified)	1	-4	2.1	-12	2.8	-4	-10	1	-0.2	-3	2.2
CN(Cc1nc2ccccc2c(=O)[nH]1)CC(O)COCc1ccco1 (stereo unspecified)	-4	-24	-0.4	-1	-1.1	-4	-2	8	0.9	0	0.5
Cn1c(CSCc2ccc(Cl)cc2)nnc1SCC(=O)Nc1nccs1	-4	10	-2.0	6	2.9	-6	12	-2	-0.6	1	1.7
CCCCN(C(=O)c1cccc(S(=O)(=O)N2CCCCC2)c1)C1CCS(=O)(=O)C1 (stereo unspecified)	-2	4	0.0	9	0.7	3	-10	-6	.	2	2.4
Cc1nc2c(cc1NC(=O)C(C)(C)C)nc(C)n2Cc1ccccc1	4	-15	-0.5	-9	-0.5	-2	-5	0	-0.2	-2	0.2
O=C(Nc1cccc2nsnc12)c1ccc(F)cc1	-4	-21	1.4	6	4.3	2	2	-1	-0.7	-5	5.5
Cc1ccc(C)n1-c1ccc(C#N)cn1	-4	19	1.9	-4	3.1	-4	-11	-1	2.7	1	1.1
CCN(CC(=O)Nc1c(F)cccc1F)C(=O)CNC(=O)COc1ccccc1	-5	14	0.4	15	0.2	-2	3	8	0.3	-4	2.1
COc1ccc(S(=O)(=O)N(CC(=O)NCc2ccncc2)c2ccc(C)cc2)cc1Br	4	-36	-3.6	6	3.0	-3	-10	4	-0.3	-4	0.9
Cc1ccccc1OCC(=O)OCC(=O)NCCNC(=O)COC(=O)COc1ccccc1C	-1	-14	-1.3	-4	0.3	-15	-11	4	0.3	-2	2.9
Cc1ccc(/C=N/NC(=O)c2ccc(OC3CCCC3)cc2)o1	1	-3	.	-2	.	-1	.	-2	0.3	-3	2.4
CCNC(=S)Nc1cc(-c2ccc(Cl)cc2)[nH]n1	-2	4	2.2	0	4.9	-5	-5	-2	2.9	3	3.8
Cc1ccc(CNC(=O)[C@@H](NC(=O)Cc2ccccc2)C(C)C)cc1	-2	-15	1.4	-1	-0.8	-1	4	4	-6.3	4	0.2
Cc1ccn2c(CNCC3OCCc4ccccc43)c(C(=O)N3CCCCCC3)nc2c1 (stereo unspecified)	-3	9	-0.4	4	1.9	0	0	0	0.4	0	2.8
NC(=O)C1C(c2ccccc2)=C1c1ccccc1	-2	-10	-0.1	-15	0.5	-3	i	3	0.9	-2	2.3
O=c1c2ccccc2c(/C=N/n2cnnc2)c(O)n1-c1ccccc1	2	-9	-1.1	-15	-2.5	11	-9	0	-1.7	0	-0.1
CC1CN(CC(O)COc2ccc(C(=O)c3ccccc3)cc2)CC(C)O1 (stereo unspecified)	3	-22	1.3	6	-0.9	-2	125	1	-1.2	-1	2.9
CCN(CC)S(=O)(=O)c1ccc(N2CCCCC2)c(NC(=O)/C=C/c2ccc(OC)c(OC)c2)c1	-2	5	-6.2	-5	0.5	-2	-14	4	-0.8	-5	3.0
CCn1nc(NC(C)=O)c2cc3ccc(C)cc3nc21	-1	5	-1.5	4	-2.0	7	9	-7	0.9	-2	0.6
CCN(CC)S(=O)(=O)c1cc(C(=O)NC2CCCCC2)ccc1C	5	-10	0.5	-10	-1.3	-4	3	-10	-2.2	0	3.0
Cc1ccc(/C=C/C(=O)NC(=S)N2CCN(c3ccc(F)cc3)CC2)cc1	5	-19	-0.7	8	-3.5	-7	-12	-4	0.7	-1	0.4
Cc1ccc(NC(=O)c2c3c(nc4ccccc24)CCC3)cc1	-2	12	-0.8	-6	3.2	-1	-28	-3	-0.1	0	1.4
Clc1ccc2c(c1)-c1nnc(Br)n1-c1ccccc1S2	-4	6	0.1	4	3.1	1	26	6	1.1	-1	1.4
CCCCCN(C(=O)NC(=O)Nc1ccccc1OC)S(C)(=O)=O	-2	13	0.1	3	0.5	-19	13	-1	1.8	-1	1.2
COCCNC(=S)N/N=C/c1ccc(-c2ccc([N+](=O)[O-])cc2)o1	-5	9	1.9	5	0.4	1	1	3	-3.5	3	1.2
COc1ccccc1CC(=O)NCCCc1ccccc1	-1	5	1.0	-6	-0.4	-4	-1	-4	0.9	-3	1.0
